Screens (PubChem)
Myeloid diff 2 – induction of myeloid progenitor differentiation, primary screen, cell-based, flow cytometry, MLPCN library | calls only at 10 µM | AID 624256, 2012 | ER-HoxA9 myeloid progenitors, lysozyme-GFP differentiation | 360,000 compounds, 1% hits;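 active = normalized GFP-positive differentiation at or above the plate's own cutoff, the solvent-only control mean plus 3 SD; inconclusive = no clear call, values can overlap the other calls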;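 also: cells exposed to compound for four days before flow analysis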
Myeloid diff 2 GFP+ MAC1+ % – second read-out of Myeloid diff 2, no call of its own (marks repeat the call); GFP+ MAC1+ double positive, %; measured here: differentiation confirmed by MAC1 staining
The depositor's hits bear a star; i = inactive; ? = inconclusive; nt = no result given; + = active, no number. These rows are one share of the data. The share of hits here may be higher or lower than overall.

SMILES	Myeloid diff 2	Myeloid diff 2 GFP+ MAC1+ %
C[C@H](CO)N1C[C@H](C)[C@@H](CN(C)CC2CC2)Oc2c(NC(=O)C3CC3)cccc2C1=O	i	1.0
O=C(NCC(c1ccco1)N1CCCCC1)c1cccc(S(=O)(=O)Nc2ccc(F)cc2)c1 (centres undefined)	i	0.4
O=C(CCNS(=O)(=O)c1ccc(F)cc1)N1CCN(c2ncccn2)CC1	i	1.4
N#Cc1ccc(CSc2ccc(S(=O)(=O)N3CCCCCC3)cn2)cc1	i	0.9
COc1ccc(CNC(=O)/C=C/[C@H]2O[C@@H](n3cnc4c(NC(=O)c5ccccc5)ncnc43)[C@H](O)[C@@H]2O)cc1	i	0.6
Cc1ccc(S(=O)(=O)N2C[C@@H]3[C@H]4CC[C@H](C4)[C@@H]3[C@@H](C)[C@@H]2c2cccn2Cc2ccccc2)cc1	i	0.5
C#CCN(C[C@H]1[C@H](OC(=O)Nc2c(C)noc2C)[C@H](OC(=O)Nc2c(C)noc2C)C[C@@H](C(=O)OC)[C@H]1C(=O)OC)S(=O)(=O)c1ccc(C)cc1	i	0.4
O=C(O)C1=NN(c2cc(Cl)c(S(=O)(=O)O)cc2Cl)C(=O)C1	i	0.1
COc1cc(NC(=O)Nc2nnc([C@@H]3C[C@H](O)[C@@H](CO)O3)s2)cc(OC)c1OC	i	1.3
O=S(=O)(NCCS(=O)(=O)N1CCN(c2ccc(F)cc2)CC1)c1ccc(F)cc1	i	0.5
Cc1ccc(OCc2nc3ccccc3n2C(C(=O)Nc2c(C)cccc2C)C2CC2)cc1 (centres undefined)	i	6.2
CCc1nc2c(OCc3cc(Cl)cc(Cl)c3)cccn2c1N(C)C(=O)c1ccccc1F	i	0.9
Cc1ccc2nc3n(c(=O)c2c1)-c1cc2ccccc2cc1C(=O)NC3Cc1ccc(O)cc1 (centres undefined)	i	0.3
OC1CCCC1NCc1ccnc2cc(Cl)ccc12 (centres undefined)	i	0.6
Cn1c(N)c(C(=O)COC(=O)c2cc(S(=O)(=O)NCc3ccccc3)ccc2O)c(=O)n(C)c1=O	i	1.1
CCN1C[C@@H]2[C@@H]3C(=O)N(C)C(=O)[C@@H]3[C@](Cc3ccccc3)(C(=O)OC)N2C1=NC1CCCCC1	i	0.8
C[C@H]1CN[C@H](CCO)/C1=C\c1ccccc1	i	0.4
COc1cccc(NC(=O)C2(C)CCN2C(=O)CC2CCCC2)c1 (centres undefined)	i	1.4
O=C(c1ccco1)N1CCN(C2CN(Cc3cn(Cc4ccccc4C(F)(F)F)nn3)S(=O)(=O)C2)CC1 (centres undefined)	i	1.2
OC(c1ccccc1)(c1nc(-c2ccc(F)c(Cl)c2)cs1)C(F)(F)F (centres undefined)	i	0.7

Copied from the list:
Value for `Cc1ccc(S(=O)(=O)N2C[C@@H]3[C@H]4CC[C@H](C4)[C@@H]3[C@@H](C)[C@@H]2c2cccn2Cc2ccccc2)cc1` under Myeloid diff 2 GFP+ MAC1+ %: 0.5
Value for `Cn1c(N)c(C(=O)COC(=O)c2cc(S(=O)(=O)NCc3ccccc3)ccc2O)c(=O)n(C)c1=O` under Myeloid diff 2 GFP+ MAC1+ %: 1.1

Next part.
SMILES	Myeloid diff 2	Myeloid diff 2 GFP+ MAC1+ %
Cc1cccc(CN2CCC(n3nccc3NC(=O)CCCc3ccccc3)CC2)c1	i	1.6
COc1cccc(C(=O)N2C(C(C)C)COc3cc(Br)ccc3S2(=O)=O)c1 (centres undefined)	i	1.0
CC(C)Cc1nnc(N)s1	i	0.5
COC(=O)[C@@]12C[C@@H](CC(=O)N3CCSCC3)C(=O)N(Cc3cccc4ccccc34)C1=CCC(C)(C)C2	i	4.4
CC(C)C[C@H]1CNC(=S)N1CC1CCN(CC2CCC(C(C)(C)C)CC2)CC1 (some centres undefined)	i	0.7
CC1(C(=O)NS(=O)(=O)Cc2ccccc2)CCN1C(=O)Cc1ccccc1Cl (centres undefined)	i	1.2
CCOC(=O)C1CCCN(C(=O)c2ccc(Cl)c(S(=O)(=O)N3CCc4ccccc43)c2)C1 (centres undefined)	i	0.5
CCCCNC(=O)C[C@@H]1C[C@@]2(C(=O)OCC)CCCC=C2N(CCC2=CCCCC2)C1=O	i	3.2
Cc1ccc(NS(=O)(=O)N2CCCCC2)cc1	i	1.2
Cc1noc(C)c1NC(=O)N(C)C[C@@H]1Oc2cc(Br)ccc2S(=O)(=O)N([C@H](C)CO)C[C@@H]1C	i	0.5
CCCCC1(CC(=O)OCC)SCCN1C(N)=O (centres undefined)	i	1.8
O=S1(=O)C[C@H](N2CCC[C@@H]2CO)[C@@H](COCc2ccccc2)N1	i	1.0
CN1C(=O)[C@H]2[C@@H](c3ccc(C(F)(F)F)cc3)N[C@]3(CCCN(Cc4ccc(F)cc4)C3=O)[C@H]2C1=O	i	1.3
CC(=O)C[C@H]1SC[C@@H](C(C)C)N1S(=O)(=O)c1ccc(C)cc1	i	1.9
COc1cc(C=C2CN(C)C(=O)C2=O)ccc1O	i	0.6
COc1ccc(C(OC(=O)c2ccco2)C(=O)NC(C)(C)C)cc1OC (centres undefined)	i	0.5
CN(C)c1ccc(NC(=S)Nc2ccc3c(c2)c(=O)n(C)n3-c2ccc(C(C)(C)C)cc2)cc1	i	1.9
O=C([C@H]1O[C@@H](n2ccc(=O)[nH]c2=O)[C@H](O)[C@@H]1O)N1CCN(Cc2ccccn2)CC1	i	0.6
O=C(Nc1c(Br)cc2c(c1Br)Cc1ccccc1-2)C(Cl)Cl	i	1.2
CC(C)C[C@H](NC(=O)c1nc[nH]c1C(=O)NC1CCNCC1)C(=O)OCc1ccccc1	i	0.9
Cc1cccc(NC(=O)c2cccc(S(=O)(=O)N(C)C3CCCCC3)c2)n1	i	0.9
COc1ccc(NC(=O)N(C)C[C@H]2Oc3ccc(NS(=O)(=O)c4ccccc4)cc3C(=O)N([C@H](C)CO)C[C@@H]2C)cc1	i	0.9
[O-]/[N+](=N\Nc1ccc(Cl)cc1)c1ccccc1	i	3.8
CCN(CC(=O)Nc1c(F)cccc1F)C(=O)c1ccc(OCC(=O)N2CCOCC2)c(OC)c1	i	0.4
Cc1noc(C)c1S(=O)(=O)N(C)C[C@H]1OCc2cnnn2CCCC(=O)N([C@H](C)CO)C[C@@H]1C	i	0.3
Cc1ccc(S(=O)(=O)NC(=O)C2(C)CCN2C(=O)CCc2ccc(Cl)cc2Cl)nc1 (centres undefined)	i	0.4
CCCCn1nnnc1C1(C)CCC(=O)N1Cc1ccc(OC)cc1 (centres undefined)	i	1.2
CCc1ccccc1NC(=O)CN1CCN(CC(=O)Nc2ccc3c(c2)OC2(CCCCC2)O3)CC1	i	0.5
O=C(NCC1CC1)c1ccc(-c2cn[nH]c2)c2ccoc12	i	2.2
O=C(C[C@@H]1C[C@H]2c3cc(NC(=O)Nc4ccccc4F)ccc3O[C@H]2[C@H](CO)O1)NCC(F)(F)F	i	1.5
Cn1c(=O)c2cc(NC(=O)NCCc3cccs3)ccc2n1Cc1cccc(C(F)(F)F)c1	i	1.6
Cc1ccc(S(=O)(=O)CCC(=O)OCC(=O)N(C)Cc2ccccc2)cc1	i	0.5
c1ccc(COc2ccc(-c3cc4nc(NCCOc5ccccc5)ccn4n3)cc2)cc1	i	0.5
COC1CCC2(C)C(=CCC3C4CC(O)CC4(C)CCC32)C1 (centres undefined)	i	0.7
CC(=O)Nc1ccc2c(c1)-c1ccc(F)cc1C2=O	i	1.0
O=C(CC[C@H]1O[C@@H](n2ccc(=O)[nH]c2=O)[C@H](O)[C@@H]1O)N[C@@H](Cc1ccccc1)C(=O)NCC1CCCCC1	i	0.6
O=C(CCOc1cccc(Br)c1)NNC(=O)COc1ccc(F)cc1	i	0.9
COc1cc2c(cc1OC)C1c3ccc(OC)c(OC)c3OCC1(O)C2 (centres undefined)	i	0.4
CCOC(=O)C1=CCN(S(=O)(=O)c2ccc(Br)cc2)C1c1ccccc1 (centres undefined)	i	2.8
CCN(C(=O)COC(=O)c1ccccc1Nc1ccccc1)c1c(N)n(Cc2ccccc2)c(=O)[nH]c1=O	i	1.6
CC1=C(C(=O)N2CCCCCC2)CC(CC(=O)NCCc2ccccn2)C(=O)N1Cc1ccccc1 (centres undefined)	i	0.9
O=C1C(Cc2ccccc2)Nc2ncnc(N3CCc4ccccc4C3)c2N1Cc1ccc(Cl)cc1 (centres undefined)	i	1.8
CCOc1ccc(-c2noc(-c3csc([C@@H]4O[C@H](CO)[C@H](O)[C@H](O)[C@H]4O)n3)n2)cc1	i	1.0
CCCCN(C(=O)c1ccc(N(C)S(=O)(=O)c2ccc(C)cc2)cc1)c1c(N)n(CC(C)C)c(=O)[nH]c1=O	i	0.4
C[C@@H]1CN([C@H](C)CO)C(=O)CCCn2nncc2CO[C@@H]1CN(C)C(=O)c1cc(-c2ccccc2)on1	i	0.9
COc1ccc(N2CC(C(=O)N3CCN(S(=O)(=O)c4ccc(F)c(F)c4)CC3)CC2=O)c(OC)c1 (centres undefined)	i	1.1
COc1ccc(NC(=O)C2Cc3c(-c4cccc(C(N)=O)c4)ccnc3O2)cc1OC (centres undefined)	i	1.0
CCCCN(C(=O)c1cccc(S(=O)(=O)N2CCN(C)CC2)c1)c1c(N)n(CC(C)C)c(=O)[nH]c1=O	i	1.2
COc1ccccc1NC(=O)CCNC(=O)C1CCN(S(=O)(=O)c2ccccc2)CC1	i	0.8
OC(c1ccccc1)(c1nc(-c2cc(F)cc(F)c2)cs1)C(F)(F)F (centres undefined)	i	0.9
COc1ccc(CNC(=O)c2cn(Cc3ccc(S(=O)(=O)N(C)C)cc3)c(=O)s2)cc1	i	4.3
NC(=O)C1CCCN(C(=O)c2ccc(-c3cccc(Cl)c3Cl)o2)C1 (centres undefined)	i	0.7
C[C@@H]1CN([C@@H](C)CO)S(=O)(=O)c2ccc(Br)cc2O[C@@H]1CN(C)S(=O)(=O)c1cn(C)cn1	i	0.4
Clc1cccc(Cc2c(-c3cccc(Br)c3)nc3c4ccccc4ccn23)c1	i	1.3
COc1ccc(C#Cc2ccc(C3=CC(=O)CC(C)(C)C3=O)cc2)cc1	i	0.1
COc1cc2c(cc1OC)C(c1ccccc1[N+](=O)[O-])=NCC2	i	1.4
O[C@@H]1CN(Cc2cccs2)[C@@H](c2ccc(Cl)cc2)C[C@H]1n1cc(-c2ccc(F)cc2)nn1	i	1.9
CC(C)NC(=O)C1(C)CN(S(C)(=O)=O)CC(=O)N1CCCn1ccnc1 (centres undefined)	i	2.2
O=C(O)Cc1ccc(NS(=O)(=O)c2ccc3c(c2)OCCO3)cc1	i	0.5
COC(=O)[C@@]1(Cc2ccc(F)cc2)[C@H]2c3cc(C(=O)N(C)C)n(CCc4c[nH]c5ccc(O)cc45)c3C[C@H]2CN1C(=O)c1ccccc1	i	1.0

Arranged by formula weight (rising): part of the list above
SMILES	Myeloid diff 2	Myeloid diff 2 GFP+ MAC1+ %
COc1ccc(NC(=O)C2Cc3c(-c4cccc(C(N)=O)c4)ccnc3O2)cc1OC (centres undefined)	i	1.0
O[C@@H]1CN(Cc2cccs2)[C@@H](c2ccc(Cl)cc2)C[C@H]1n1cc(-c2ccc(F)cc2)nn1	i	1.9
COC(=O)[C@@]1(Cc2ccc(F)cc2)[C@H]2c3cc(C(=O)N(C)C)n(CCc4c[nH]c5ccc(O)cc45)c3C[C@H]2CN1C(=O)c1ccccc1	i	1.0

3 entries from above in another layout.
compound | Myeloid diff 2 | Myeloid diff 2 GFP+ MAC1+ %
CCOc1ccc(-c2noc(-c3csc([C@@H]4O[C@H](CO)[C@H](O)[C@H](O)[C@H]4O)n3)n2)cc1 | i | 1.0
COC(=O)[C@@]1(Cc2ccc(F)cc2)[C@H]2c3cc(C(=O)N(C)C)n(CCc4c[nH]c5ccc(O)cc45)c3C[C@H]2CN1C(=O)c1ccccc1 | i | 1.0
COc1ccc(NC(=O)C2Cc3c(-c4cccc(C(N)=O)c4)ccnc3O2)cc1OC (centres undefined) | i | 1.0

Continued:
SMILES	Myeloid diff 2	Myeloid diff 2 GFP+ MAC1+ %
Cc1ccc([C@@H]2CC(=O)[C@@H]3CN(S(=O)(=O)c4ccc(C)cc4)[C@H](c4cccc5ccccc45)C[C@@H]3N2S(=O)(=O)c2ccc(Cl)cc2)cc1	i	1.0
CCCCCCn1c(=O)n2n(c1=O)C[C@]1(OC(=O)NCC3CCCCC3)CN(S(=O)(=O)c3ccc(C)cc3)C[C@]1(O)C2	i	1.7
COc1ccccc1NS(=O)(=O)c1cc(NC(=O)CN2C(=O)NC3(CCCCC3)C2=O)ccc1C	i	1.1
Cc1nc(C(F)(F)F)ccc1C(=O)N1CCC(C)(C(=O)O)C1 (centres undefined)	i	2.2
CCc1nc2ccc(C(=O)N3CCN(C(=O)c4ccco4)CC3)cn2c1N(CCC(C)C)CCN(C)C	i	1.5
O=c1[nH]c(C(F)(F)F)nc2c1nc1n2CCC1	i	0.3
COc1cc(OC)c2c(-c3cccc(-c4ccc(OC)c(F)c4)c3)cc(=O)oc2c1	?	nt
COc1ccc(N2C(c3ccsc3)=Cc3cc4c(cc3C2c2c[nH]c3ccccc23)OCO4)cc1 (centres undefined)	+	3.9*
COC(=O)[C@@]1(Cc2ccc(OC)cc2)[C@H]2c3cc(C(=O)N4CCCC4)n(CCc4c[nH]c5ccccc45)c3C[C@H]2CN1C(=O)c1ccccc1	i	1.4
O=C(Nc1ccc(F)cc1)c1ccccc1NC(=O)C1CCCCC1C(=O)O (centres undefined)	i	1.1
CCCCN1C(=O)C(CC(=O)NCCCN(C)C)CC(C(=O)N2CCOCC2)=C1C (centres undefined)	i	1.5
C[C@H](c1ccccc1)N1C[C@@H](COCc2ccccc2)Oc2cc(N3CC[C@@H](O)C3)ccc2S1(=O)=O	i	0.8
CC(C)CNc1ncnc2c1ncn2[C@H]1CN(Cc2cccc3ccccc23)C[C@@H](CO)O1	i	1.5
Cc1ccc(-c2ccc3c(c2)O[C@H](CN(C)C(=O)CC2CC2)[C@H](C)CN([C@@H](C)CO)S3(=O)=O)cc1	i	1.0
COc1ccc(C(C)=O)cc1Cn1c(C)c(C(=O)NCc2ccc3c(c2)OCO3)sc1=O	i	2.1
COc1ccc(C(C#N)=C2C=C(Cl)C(=NO)C=C2Cl)cc1	?	nt
CCOC(=O)C1=CCN(S(=O)(=O)c2ccc(F)cc2)C1c1cccc(Cl)c1 (centres undefined)	i	1.2
